# All columns: NCI-60 one-dose screen, growth in % after 48 h at 10 µM unless noted; 100 = growth as untreated, 0 = no growth, -100 = all killed.
# HL-60(TB): HL-60(TB) leukemia cells | actives 9% (n = 78,000); active = growth percent below 10
# * = called active by the depositor; & = joins results of further samples. A portion of the library; count on the stated rates, not on these rows.
# Start of the listing, in advance, 3 compounds:
Molecule | HL-60(TB)
Cc1ccc(Cc2cnc(NC(=O)CN3C(=O)S/C(=C\c4cc(Cl)ccc4Cl)C3=O)s2)cc1 | 98
CC(C)(C)C1=NN(c2ccccc2)C(=O)C1 | 91
O=c1onc(-c2cc3ccccc3nc2Cl)n1-c1ccc(Cl)cc1 | 85

# This part in full, previewed entries included:
Molecule | HL-60(TB)
Cc1ccc(Cc2cnc(NC(=O)CN3C(=O)S/C(=C\c4cc(Cl)ccc4Cl)C3=O)s2)cc1 | 98
CC(C)(C)C1=NN(c2ccccc2)C(=O)C1 | 91
O=c1onc(-c2cc3ccccc3nc2Cl)n1-c1ccc(Cl)cc1 | 85
COc1ccc(-c2nc(-c3nc4ccc(Cl)cc4[nH]3)c3ccccn23)cc1 | 83
O=C(Cn1cc(-c2ccc3c(c2)ncn3-c2ccccc2)cn1)NCCn1cc(COCCOCCNc2cccc3c2C(=O)N(C2CCC(=O)NC2=O)C3=O)nn1 (stereo unspecified) | 91
Cc1ccc(NC(=O)CN2C(=O)/C(=C3\SC(=S)N(CCCCCCCCCCC(=O)O)C3=O)c3ccccc32)c(C)c1 | 114
CN(C1CCCC1)C1CCCC1 | 106
Cc1cc(C)n(C(=O)c2sc(=S)n(-c3ccccc3)c2-n2nnc(C#N)c2N)n1 | 98

# Molecules from the list above that contain a carbonyl joined to an NH by a bond outside any ring, in the order listed:
Molecule | HL-60(TB)
Cc1ccc(Cc2cnc(NC(=O)CN3C(=O)S/C(=C\c4cc(Cl)ccc4Cl)C3=O)s2)cc1 | 98
O=C(Cn1cc(-c2ccc3c(c2)ncn3-c2ccccc2)cn1)NCCn1cc(COCCOCCNc2cccc3c2C(=O)N(C2CCC(=O)NC2=O)C3=O)nn1 (stereo unspecified) | 91
Cc1ccc(NC(=O)CN2C(=O)/C(=C3\SC(=S)N(CCCCCCCCCCC(=O)O)C3=O)c3ccccc32)c(C)c1 | 114

# The results go on.
Molecule | HL-60(TB)
O=C(CBr)OC1CCCCC1C1CCCCC1 (stereo unspecified) | 93
Cc1ccc(C2NC(=S)N3C(c4ccc(C)cc4)NC(=S)N23)cc1 (stereo unspecified) | -24*
OC1CCC(c2ccccc2)CC1 (stereo unspecified) | 70
CCCCCCCCC[Si](F)(CCCCCCCC)CCCCCCCC | 104
COc1ccc(C/C(C)=C(/c2ccc(OCCN3CCCCCC3)cc2)c2ccc(OC(=O)NCc3ccccc3)cc2)cc1 | 45
O=C1C(c2nnc(-c3ccccc3)n2-c2ccc(Cl)cc2)=C(O)c2ccccc21 | 81
CCCCCCCCCCOC(=O)c1cccnc1 | 113
O=C(O)c1ccc(-c2nn(-c3ccc(C(F)(F)F)cc3)cc2CNc2ccc(Cl)c(C(=O)O)c2)cc1 | 102
O=C(Cn1c(=O)sc2nc3ccccc3nc21)Nc1ncc(Cc2ccc(Cl)cc2)s1 | 86
COc1ccc(NC(=O)c2cccc(C3CCc4c(cc(OC)c(OC)c4OC)O3)c2)cc1 (stereo unspecified) | -8.4*
NC(N)=N/N=C(/c1ccccc1)c1ccc(N)cc1 | 98
N#Cc1nn(-c2cc(=O)[nH]c3ccc(Cl)cc23)c(N)c1C#N | 1.0*
Clc1ccc(-c2nnc(COc3ccccc3Cl)o2)cc1 | 120
O=C(O)C1CC(c2ccccc2)=NN1/C=c1\sc2ncnn2c1=O (stereo unspecified) | 86
C[C@@H]1C(=O)[C@@H]2C[C@@H](O)[C@@H](O)C[C@]2(C)[C@H]2CC[C@@]3(C)C(=C12)CC[C@@H]3[C@@](C)(O)[C@H](O)CCC(C)(C)O | 86
CCCCn1cnc2c(SCc3cccc(F)c3)nc(N)nc21 | 72
N[C@H]1CC[C@@H](C(=O)O)C1 | 91
CSc1cc(C)c(O)c(C)c1 | 107
Cn1cccc1-c1cc(-c2ccccc2Br)c(C#N)c(=O)[nH]1 | 102
CC(=O)C1(O)CCC2C3CCC4CC(=O)CCC4(C)C3C(=O)CC21C (stereo unspecified) | 120
[O-][n+]1onc(-c2ccccc2)c1COc1ccc(Nc2ncnc3c2cnn3-c2ccccc2)cc1 | 95
CCOC(=O)CCC(=O)Oc1ccc2c(c1OC(=O)CCC(=O)OCC)C(=O)c1ccccc1C2=O | 113
CO[C@@]1(NC(=O)C2SC(=C(C(N)=O)C(=O)O)S2)C(=O)N2C(C(=O)O)=C(CSc3nnnn3C)CSC21 (stereo partly specified) | 91
CN1CCN(c2nc(Nc3ccc(O)cc3)nc3ccccc23)CC1 | 61
Nc1c(C(=O)Nc2cccc3cnccc23)sc2nc3c(cc12)CN(Cc1ccccc1)CC3 | 101
COc1ccc(C2N(c3ccc([N+](=O)[O-])cc3)N=C(C(C)=O)N2[C@H]2[C@H](OC(C)=O)O[C@H](COC(C)=O)[C@@H](OC(C)=O)[C@@H]2OC(C)=O)cc1 (stereo partly specified) | 73
COc1ccc(COC(=O)c2ccc(C(C)C)cc2)cc1 | 72
COc1ccc2cc1Oc1ccc(cc1)C[C@H]1c3cc(c(OC)cc3CCN1C)Oc1c(OC)c(OC)cc3c1[C@H](C2)N(C)CC3 | 30
O=C1CCN(S(=O)(=O)c2ccc(OC(F)(F)F)cc2)CC1 | 101
Cc1cccc(OC(=O)Cc2ccccc2)c1 | 108&99
NCC(O)CN | 96
C[C@@H]1C(=O)N(C[C@H](Cc2ccccc2)N(Cc2ccccc2)Cc2ccccc2)[C@]1(Cc1ccccc1)C(=O)OC(C)(C)C | 63
COc1cccc(C(=O)N(c2ccc(F)cc2C(F)(F)F)C(C(=O)NC(C)(C)C)c2cc3c(C)cc(C)cc3nc2Cl)c1 (stereo unspecified) | 100
CNC(=O)c1cc(Oc2cccc3nc(NC(=O)c4ccc(Cl)cc4Cl)ccc23)ccn1 | 72
COc1ccc(-c2cc(-c3c(C)oc4cc5occc5c(OC)c4c3=O)nc(N)c2C#N)cc1OC | 58
Cc1ccc(/C=C2/SC(=O)N(CC(=O)N3CCN(c4cc5c(cc4F)c(=O)c(C(=O)O)cn5C4CC4)CC3)C2=O)cc1 | 102
CCCNC(=O)Oc1ccc(/C(=C(/CC)Cc2ccccc2)c2ccc(OCCN3CCCCC3)cc2)cc1 | 87
CC(C)N(C(=O)c1cccc([N+](=O)[O-])c1)C(C)C | 113
CCOC(=O)CC[C@H](NC(=O)c1ccc(NC(=O)Cn2cnc3c(c(SC)nn3-c3ccc(Br)cc3)c2=O)cc1)C(=O)OCC | 133
C=C(OC1C(C(C)C)CCC2(C)C1[O+]2c1ccc(C(C)C)cc1)C(O)(CCC(C)(O)C(=O)OC1(C(C)C)CC=C(C)CC1)C(C)C (stereo unspecified) | 102
CC12CCC3C(CCC4=C(O)C(=S)CCC43C)C1CCC2=S (stereo unspecified) | 97
COc1cc(-c2noc(CNC(=O)OCc3ccccc3)n2)cc(OC)c1OC | 112
CC(C)(C)c1nn(-c2ccccc2)c2c1COCN2Cc1ccc2c(c1)OCO2 | 46
COc1ccc(N2C(=N)C(=S)N(c3ccc(OC)cc3)C2=O)cc1 | 103
CC[N+](CC)(CC)CCOCc1cccc2ccccc12 | 94
CSc1ccc(-c2csc(-c3cc(Cl)cc(Cl)c3Cl)n2)cc1 | 89
O=C1CSC(c2ccc(Cl)cc2)N1n1cnnc1 (stereo unspecified) | 101
COc1ccc(-c2cc(-c3cccnc3)nc3sc4c(N)c(C(C)=O)c(-c5ccccc5)nc4c23)cc1OC | 78
Cc1c(O)c(O)cc2c3c(oc12)CC(c1ccc(N(C)C)cc1)CC3=O (stereo unspecified) | 87
CC1(C)CC[C@]2(C(=O)N3CCOCC3)CC[C@]3(C)C(=CC(=O)[C@@H]4[C@@]5(C)CCC(=O)C(C)(C)[C@@H]5CC[C@]43C)[C@@H]2C1 | 104
O=[N+]([O-])c1ccc2[nH]c3nccc(NCc4cccc(Cl)c4)c3c2c1 | 83
O=C(O)c1cccc(N/C=C/C(=O)c2cc3cc(Br)ccc3oc2=O)c1 | 100
NC(=O)C1(c2ccccc2)OC(=O)c2ccccc21 (stereo unspecified) | 107
CC(NC(=O)CSCC1NC(=O)C2C(N1)SC1CCCC12)C1CNN(C)C1 (stereo unspecified) | 100
NC(N)=N/N=C/c1cc(Cl)ccc1O | 137
O=C1c2cccc3c(N4CCCCC4)ccc(c23)C(=O)N1c1cccc(-c2nn(-c3ccccc3)cc2-c2nc3ccccc3s2)c1 | 103

# Next part
Molecule | HL-60(TB)
O=C(/C(=N\Nc1ccc([N+](=O)[O-])cc1)c1ccccc1)c1ccccc1 | 93
CO[C@@H]1[C@@H](OC(N)=O)[C@@H](O)[C@H](Oc2ccc3c(O)c(NC(=O)c4ccc(O)c(CC=C(C)C)c4)c(=O)oc3c2C)OC1(C)C | 94
N=c1c(S(=O)(=O)c2ccccc2)cc2c(=O)n3ccccc3nc2n1CCN1CCOCC1 | 103
N#CCc1ccc(N=Nc2c(N)nc(N)[nH]c2=O)cc1 | 96
CCCCCCCC(=O)OC1CCC(C2CCCCC2)CC1 (stereo unspecified) | 101
NC(=O)SCC(=O)Nc1cccc(O)c1 | 103
NC(=O)C(=CNC(=S)N=Nc1c(O)[nH]c2ccccc12)C(N)=O | 102
Cc1ccc(C)o1 | 101
CCCCOc1cc(C(=O)O)ccc1[N+](=O)[O-] | 85
O=C(O)c1ccccc1C(=O)OC1CC2CCC1C2 (stereo unspecified) | 98&94
O=C(O)c1ccc(-n2cc(CNc3cccc(Br)c3)c(-c3ccc(C(F)(F)F)cc3)n2)cc1 | 85
O=C(N/N=C/c1ccccc1Cl)c1ccccc1 | 82
CCOC(=O)/C(C#N)=C/c1cccc(C)c1 | 86
Cn1cc(-c2nc(-c3c[nH]c4ncccc34)cs2)c2cc(Br)ccc21 | 79
CC(C)(C#N)OC(=O)Nc1c(Cl)cccc1Cl | 114
CN(NC(=O)c1cnccn1)c1nc2cc(F)ccc2n2cccc12 | 44
O=C(CCCOc1ccc(Cl)cc1Cl)OCCOc1ccc(Cl)cc1Cl | 95
CCCC(C)(O)c1ccccc1 (stereo unspecified) | 99
COc1ccc(CSc2nc3cc(OC)c(OC)cc3c(=O)n2-c2ccc(OC)cc2)cc1 | 103
c1ccc([Se]CCCN2CCN(CCC[Se]c3ccccc3)CC2)cc1 | 105
CCCCCn1c(C)cc(/C=C\c2ccc3cc(C)ccc3[n+]2C)c1C | -6.4*
CN1CCC(NC(=O)Nc2ncccc2OCc2cccc(F)c2)CC1 | 89
OC(CN1CCOCC1)c1ccc(Cl)cc1 (stereo unspecified) | 101
O=C1Nc2ccccc2/C1=C/c1cn(C[C@@H](O)Cn2c3ccccc3c(=O)c3ccccc32)c2ccccc12 | 82
CCn1c(SCC(=O)Nc2cccc(C(=O)/C=C/c3ccc(Br)cc3)c2)nc2ccccc2c1=O | 85
COc1ccc(/C=C(/C(=O)NS(=O)(=O)c2ccc(Cl)cc2)c2cc(OC)c(OC)c(OC)c2)cc1OC | 99
O=C(/C=C/c1ccc(F)cc1)c1ccc(NC(=O)N2CCN(c3cc4c(cc3F)c(=O)c(C(=O)O)cn4C3CC3)CC2)cc1 | 98
ClCCN(CCCl)Cc1ccc(Nc2ccnc3cc(Cl)ccc23)cc1 | -39*
C/C(=N\O)c1ccc(NC(=O)CSc2nnc(-c3cc(-c4ccc(S(N)(=O)=O)cc4)nc4ccccc34)n2-c2ccccc2)cc1 | 24
C[N+](C)(C)CC(=O)c1ccccc1 | 89
CCOCCOC(=O)c1ccc(C(C)C)cc1 | 110
COc1cccc(/C=C/C(=O)/C=C(/C=C/c2cccc(OC)c2OC)OB(F)F)c1OC | 26
Cc1ccc(C(=O)c2ccc(CC(=O)NN3C(=O)CCC3=O)n2C)cc1 | 102
CC(=O)c1ccc(-n2c(Sc3nc(-c4ccccc4)c(C#N)c(=O)[nH]3)cn3c4c(=O)n(C)c(=O)n(C)c4nc23)cc1 | 96
Cc1[nH]c(=O)[nH]c(=O)c1Cc1ccc(Cl)cc1 | 94
ClCCCOCCCCl | 103
CC(Oc1ccccc1-c1ccccc1)C(=O)N(C)C (stereo unspecified) | 115
O=c1[nH]n(C(=S)N/N=C/c2ccccc2Cl)c(=O)c2ccccc12 | -6.5*
NC(N)=NC1CCCCC1 | 94
O=C1Nc2ccccc2/C1=C/c1cn(CC(O)CN2CCCCC2)c2ccccc12 (stereo unspecified) | 91
CC(Br)C(=O)c1cccc2ccccc12 (stereo unspecified) | 106
COc1cc([C@@H]2c3cc4c(cc3[C@H](O)[C@@H](CO)[C@@H]2C(=O)O)OCO4)cc(OC)c1OC | 105
O=C(CN1C(=O)/C(=C/c2ccc(Cl)cc2)SC1=S)NCCCN1CCOCC1 | 99
COc1cc(-c2nn3c(-c4ccsc4)nnc3s2)cc2c1OCCO2 | 89
CCOC(=O)c1cc2c(n1Cc1ccccc1OC)-c1[nH]c(=O)c(S(=O)(=O)c3ccccc3)cc1CCC2 | 93
CCOC(=O)c1[nH]c(C)c(Cc2c(C)[nH]c(C(=O)OCC)c2C)c1C | 101
c1ccc2c(c1)Oc1ccccc1C2C1c2ccccc2Oc2ccccc21 | 99
COC(=O)c1c(Cl)c(Cl)c(Cl)c(Cl)c1C(=O)OC | 93

# Quoted at random: 4 compounds from above.
Molecule | HL-60(TB)
COc1cc(-c2nn3c(-c4ccsc4)nnc3s2)cc2c1OCCO2 | 89
CCOC(=O)c1[nH]c(C)c(Cc2c(C)[nH]c(C(=O)OCC)c2C)c1C | 101
CC(Br)C(=O)c1cccc2ccccc12 (stereo unspecified) | 106
CCOC(=O)c1cc2c(n1Cc1ccccc1OC)-c1[nH]c(=O)c(S(=O)(=O)c3ccccc3)cc1CCC2 | 93

# (next part)
Molecule | HL-60(TB)
O=C(NCCNC(=O)Oc1cccc2ccccc12)Oc1cccc2ccccc12 | 80
N#Cc1c(Cl)nc(SCC(=O)N2CCN(c3cc4c(cc3F)c(=O)c(C(=O)O)cn4C3CC3)CC2)nc1-c1ccc(Br)cc1 | 105
CCOC(CNCc1ccncc1)OCC | 85
O=C(O)CC/C(=N\NC(=O)c1ccncc1)c1ccccc1 | 101
C=CCn1c(SCC(=O)Nc2ccc(C(=O)/C=C/c3ccc(OC)cc3)cc2)nnc1-c1cc(OC)c(OC)c(OC)c1 | 72
C[n+]1c2ccccc2cc2oc3ccccc3c21 | 101
C[C@H]1[C@H]2C3=CC[C@@H]4[C@@]5(C)C/C(=C/c6ccncc6)C(=O)C(C)(C)[C@@H]5CC[C@@]4(C)[C@]3(C)CC[C@@]2(C(=O)N2CCN(C)CC2)CC[C@@H]1C | 57
CCNCCCn1c2c(c3cc(OC)c(OC)cc3c1=O)C(=O)c1cc3c(nc1-2)OCO3 | 55
